# Screens deposited in PubChem BioAssay by National Center for Advancing Translational Sciences (NCATS).
# GLP-1R inv ag – GLP-1 receptor (human) inverse agonism; P43220; HEK293 GLP-1R CRE-luciferase, luminescence, 24 h; GLP-1R form is constitutively active; Potency, µM (doses to about 38.3 µM), for inactives: at the top dose activity change, negative = inhibition, most hits filed as inhibitors; hit rate 1.6% among 410,000; AID 624417; note: potency is the fitted concentration of half-maximal effect; % is set by controls: 0 for no effect and ±100 for the full control effect; nearly all actives have a fitted effect of over 55% in size
# Target sequence (P43220 whole entry, looked up): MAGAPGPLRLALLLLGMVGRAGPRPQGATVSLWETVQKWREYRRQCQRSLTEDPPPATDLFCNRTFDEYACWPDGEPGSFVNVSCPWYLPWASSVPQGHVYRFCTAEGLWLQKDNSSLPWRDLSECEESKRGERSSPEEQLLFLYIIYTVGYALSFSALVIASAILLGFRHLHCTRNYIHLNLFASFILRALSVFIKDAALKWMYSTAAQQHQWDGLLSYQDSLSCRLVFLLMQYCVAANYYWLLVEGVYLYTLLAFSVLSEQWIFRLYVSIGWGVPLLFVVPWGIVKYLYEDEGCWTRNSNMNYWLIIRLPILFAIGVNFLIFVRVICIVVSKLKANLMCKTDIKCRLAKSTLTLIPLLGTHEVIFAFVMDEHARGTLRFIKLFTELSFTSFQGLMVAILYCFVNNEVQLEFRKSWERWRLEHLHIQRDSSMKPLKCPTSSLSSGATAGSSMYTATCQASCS
#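 Inverse agonists were sought by their lowering of basal cAMP reporter luciferase output in HEK293 cells stably carrying constitutively active human GLP-1R, after 24 h compound treatment.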
# EPAC1 antagonist – blocks human EPAC1 exchange factor. EPAC1 GEF assay, Rap1b-BODIPY-GDP exchange fluorescence. Potency, µM (doses to about 115 µM), for inactives: at the top dose activity change, negative = inhibition, hits mostly inhibitors. hit rate 0.14% among 360,000. O95398;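 note: potency is the fitted concentration of half-maximal effect; plate controls were vehicle for no effect and positive control for full effect; nearly all actives have a fitted effect of over 50% in size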
# EPAC1 agonist – agonists of human EPAC1. O95398. EPAC1 agonist qHTS, biochemical assay; response scale: 100% = response to 6.5 mM cAMP. Potency, µM (top dose mostly 154 µM), for the others: top-dose activation, usual class: activators. hit rate 0.073% among 360,000; note: potency is the fitted concentration of half-maximal effect; nearly all actives have a fitted effect of over 60% in size
#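 Read-out is the fluorescence drop as BODIPY-GDP leaves Rap1B (480 nm excitation, 540 nm emission), recorded every 5 minutes over 30 minutes. Reactions held 100 nM EPAC1, 250 nM Rap1B–BODIPY-GDP and 50 uM GDP, with 6.5 mM cAMP setting full activation.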
# HEK293 tox – cytotoxicity counter-screen for GLP-1 receptor inverse agonists; HEK293 cAMP-luciferase reporter cells, luminescence, 24 h; Potency, µM (doses to about 38.3 µM), without a hit: at the top dose activity change, negative = inhibition, hits mostly inhibitors; AID 624418; hit rate 0.13% among 410,000;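 note: loss of luciferase light is scored as toxicity; potency is the fitted concentration of half-maximal effect; % is set by controls: 0 for no effect and ±100 for the full control effect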
#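 Here, cytotoxicity is scored as loss of luminescence. The MLSMR collection was tested on cells seeded in medium containing 10% Nu serum, with a 24 hr compound exposure preceded by 12 hours of culture.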
# PTHR1 ag – agonists of human PTHR1 parathyroid hormone receptor; HEK293 GP2 PTHR1 cells, GloSensor cAMP luminescence, 1 h; hit rate 0.075% among 410,000; Q03431; Potency, µM (titrated, usually from 115 µM), without a hit: at the top dose activation, actives largely listed as activators; note: potency is the fitted concentration of half-maximal effect; nearly all actives have a fitted effect of over 55% in size; some results filed as inactive show a strong effect at the top dose; inactives centre near -15; many of its hits are not listed in these tables
#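 HEK-293-derived GP2 cells expressing PTHR1 and a GloSensor cAMP reporter, 3,000/well, plated overnight, given luciferin plus IBMX (each 0.5 mM as added) for 1 h at 37 °C, then compound for 1 h at 37 °C. Luminescence was read after 15 min at room temperature.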
# IL2 activator – activators of IL-2; IL-2 activation reporter assay, cell-based qHTS; stimulated with anti-CD3/CD4/CD28 beads; in transgenic mouse T cells; activation, % (series mostly up to about 46 µM); hit rate 0.065% among 360,000; AID 652025; in the data active = activation above about 50%; inconclusive = mostly about 30% to 49%; note: 0% is about no effect
#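 Unstimulated transgenic mouse T cells, 750 per well, received compound and, after 60 minutes, anti-CD3/anti-CD4 bead plus anti-CD28 stimulation. EGFP and DsRed were quantified after 18 hours.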
# PLK1 PBD inh – inhibitors of human PLK1 polo-box domain binding. P53350. Plk1 PBD binding of FITC phosphopeptide, fluorescence polarization. Potency, µM, for the others: max response, negative = inhibition, hits mostly inhibitors. hit rate 2.8% among 360,000; note: potency is the fitted concentration of half-maximal effect; series mostly up to about 57 µM; % is set by controls: 0 for no effect and ±100 for the full control effect; nearly all actives have a fitted effect of over 65% in size
# GLP-1R agonist – activates the human GLP-1 receptor; P43220; HEK293 GLP-1R CRE-luciferase, luminescence, 4-6 h; cells express a hypersensitive GLP-1R form; Potency, µM (highest dose often 45.6 µM), inactives show top-dose activation, actives largely listed as activators; hit rate 0.007% among 380,000; AID 624172; note: potency is the fitted concentration of half-maximal effect; % of control where 0% means no effect
# PI5P4Ka inh – blocks human PI5P4K alpha kinase activity. PI5P4Kalpha enzyme, ADP-Glo luminescence, 60 min; active compounds read low. max response, %. hit rate 1.2% among 330,000. P48426; active = max response of -50% or lower; inconclusive = between -30% and -50%; inactive = -30% or higher; note: value at the top dose of about 77 µM; % is set by controls: 0 for no effect and ±100 for the full control effect
# Target sequence (P48426 whole entry, looked up): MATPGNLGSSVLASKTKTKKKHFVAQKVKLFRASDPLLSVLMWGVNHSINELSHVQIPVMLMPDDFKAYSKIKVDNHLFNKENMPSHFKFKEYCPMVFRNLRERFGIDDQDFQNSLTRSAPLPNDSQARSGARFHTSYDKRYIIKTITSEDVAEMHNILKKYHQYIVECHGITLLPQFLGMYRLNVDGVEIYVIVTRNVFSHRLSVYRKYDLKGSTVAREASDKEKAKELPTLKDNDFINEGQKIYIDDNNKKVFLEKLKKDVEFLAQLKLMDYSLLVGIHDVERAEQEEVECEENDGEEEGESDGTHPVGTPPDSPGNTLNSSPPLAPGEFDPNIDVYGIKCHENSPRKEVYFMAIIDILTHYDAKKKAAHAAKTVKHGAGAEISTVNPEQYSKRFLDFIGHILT
#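 PI5P4Kalpha ADP-Glo assay; 5 microM ATP final; 60 min RT reaction; HEPES pH 7.4/EGTA/CHAPS, 5% DMSO; controls lacking substrate or enzyme; luminescent end-point.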
# The depositor's hits bear a star; i = inactive; ? = inconclusive; . = no result given; [ ] = another dose, or the depositor's remark. Unless noted, calls come from the whole dose curve; as a rule, active = well fitted curve in the direction sought with a large enough effect; inconclusive = small, poorly fitted or top-dose-only effect, or another doubt; inactive = no such curve, though single readings can be large; an effect the other way counts as inactive or inconclusive. The list is partial (hit frequency here may not be typical).
No.	Compound	GLP-1R inv ag	EPAC1 antagonist	EPAC1 agonist	HEK293 tox	PTHR1 ag	IL2 activator	PLK1 PBD inh	GLP-1R agonist	PI5P4Ka inh
1	CC(C)NC(=O)N1CC(c2ccccc2)C(c2ccc(Cl)cc2)=N1 (stereo not drawn)	4µM*	-1%	4%	12%	-21%	0.9	3%	16%	1
2	CCOC(=O)C1(C)CCCN(C(=O)C(c2ccccc2)c2ccccc2)C1 (stereo not drawn)	?	2%	8%	-7%	-4%	-0.6	-9%	7%	-1
3	O=C1CSC(c2ccncc2)N1Cc1ccco1 (stereo not drawn)	0%	-2%	2%	-3%	i	1.3	-12%	-11%	.
4	Cc1cccc(N2CC3=C(C2=O)C(c2ccccc2)NC(=O)N3C)c1 (stereo not drawn)	16%	10%	15%	1%	?	-1.9	-7%	2%	.
5	O=C(Cc1ccccc1)NCCSCc1ccco1	2%	10%	-4%	5%	-8%[57.5 µM]	0.6	-7%	0%	.
6	FC(F)Oc1ccc(NC(=S)NCc2ccccc2)cc1Cl	-5%	-5%	19%	?	-25%	-2.4	-8%	-1%	.
7	CCCc1ccc(-c2csc(NC(=O)Cc3cccs3)n2)cc1	-59%	18%	-9%	-19%	-16%[57.5 µM]	0.5	-2%	-10%	-8
8	O=C1CSCC(=O)N1c1ccccc1	-15%	1%	-10%	-14%	i	3.3	-3%	-14%	11
9	CCN(CC)C(=O)c1sc2nc(-c3ccncc3)[nH]c(=O)c2c1C	9%	-7%	-11%	6%	i	-3.7	-13%	7%	-6
10	COc1cc(/C=N/NC(=O)C(Cc2c[nH]c3ccccc23)NC(=O)OCC(C)C)cc([N+](=O)[O-])c1O (stereo not drawn)	11%	-14%	-13%	-4%	-9%	-3.6	-2%	2%	1
11	Cc1ccc(CNC(=O)C2CC(c3ccccc3[N+](=O)[O-])=NO2)cc1 (stereo not drawn)	16%	-8%	5%	2%	0%	-0.3	3%	3%	13
12	Cc1ccc(NCC(=O)N/N=C/c2ccc(OC(=O)c3ccco3)cc2)cc1	-36%	1%	6%	7%	-26%	-0.1	-3%	-6%	.
13	Cc1ccc(C)c(N2CCN(C(=O)C3CCN(S(=O)(=O)c4c(C)noc4C)CC3)CC2)c1	11µM*	-22%	6%	-14%	-29%	-0.6	-2%	1%	1
14	COc1cc(-c2nc(-c3ccccc3)c(-c3cccs3)[nH]2)cc(OC)c1O	?	-22%	13%	-23%	-16%[57.5 µM]	-0.7	-4%	-9%	-1
15	COc1ccc(C2C=C(c3ccc(C)c(C)c3)Nc3ncnn32)c(OC)c1OC (stereo not drawn)	?	-12%	-5%	48%[activator]	i	-2.6	-13%	9%	-6
16	CCc1cc2ccc(C)cc2nc1SCC(=O)Nc1c[nH]c(=O)[nH]c1=O	-8%	-7%	0%	5%	-12%	-1.0	-12%	1%	-12
17	C#CCNc1c2c(nc3nnnn13)CCCC2	52%[activator]	2%	2%	-5%	i	3.2	2%	0%	2
18	C=CCc1ccc(OCCOCCOc2cccc3cccnc23)c(OC)c1	?	-2%	13%	4%	-12%	-0.5	-7%	22%	-3
19	COc1ccc(-n2c(=O)[nH]cc(C(=O)Nc3ccc(NC(C)=O)cc3)c2=O)cc1	0%	10%	9%	15%	-17%[57.5 µM]	-0.4	2%	-3%	.
20	CCOc1ccc(NC(=O)CC2C(=O)N(CC)C(=S)N2CCN2CCOCC2)cc1 (stereo not drawn)	-33%	1%	4%	15%	-17%	0.0	27µM*	3%	7
21	COc1ccc(NC(=O)C2CCN(S(=O)(=O)c3ccc(OC)c(OC)c3)CC2)c(OC)c1	-9%	-26%	7%	-1%	-12%[57.5 µM]	-0.5	-6%	10%	.
22	CCc1ccc2c(c1)c1nc(C)sc1n2CC	?	-6%	-1%	-1%	i	-0.5	-8%	24%	2
23	COc1ccc(C(=O)OCC(=O)c2ccc(Cl)s2)c(OC)c1OC	-11%	-14%	8%	-3%	-5%	-2.8	-8%	12%	-2
24	C/C(=N/NC(=O)CN1CCN(Cc2ccccc2Cl)CC1)c1cccnc1	8%	-6%	-1%	-2%	-1%	-0.5	0%	8%	-1
25	OCC1(CCCc2ccccc2)CCN(Cc2ccc(F)cc2)CC1	?	5%	-2%	0%	i	-2.4	0%	4%	-2
26	CCCCOC(=O)C1=C(C)Nc2ncnn2C1c1cc(OC)c(OC)cc1OC (stereo not drawn)	15%	11%	7%	0%	i	-0.4	0%	12%	.
27	O=c1c2ccccc2oc2cc(OCc3ccc(F)cc3)cc(O)c12	-11%	-2%	10%	11%	i	0.4	2%	6%	-1
28	C/C(=N\O)C(C)/[N+]([O-])=C/c1nc(C)c(C)n1O (stereo not drawn)	8%	5%	4%	5%	-16%[57.5 µM]	-0.3	-11%	-11%	0
29	CC(=O)Nc1ccc(NC(=O)C2(C)Cc3c(-c4ccc5c(c4)OCO5)ccnc3O2)cc1 (stereo not drawn)	21%	-22%	7%	-10%	i	-0.1	4%	25%	-1
30	CC(=O)Nc1ccc(NC(=O)C(C)OC(=O)CNS(=O)(=O)c2ccc(Br)cc2Cl)cc1 (stereo not drawn)	17%	3%	-3%	8%	i	0.0	-2%	8%	3
31	Cc1cc(C)cc(N2CN=c3s/c(=C\c4ccco4)c(=O)n3C2)c1	21%	14%	13%	-5%[1.53 µM]	-11%	0.3	-3%	-5%	-12
32	Cc1ccc(S(=O)(=O)NCc2ccccc2NS(=O)(=O)c2ccc(C)cc2)cc1	?	-11%	1%	-10%	-38%[inhibitor]	-0.7	0%	.	-13
33	Cc1cc(F)ccc1S(=O)(=O)N(C(=O)c1ccncc1)c1ccc(OC(=O)c2ccncc2)cc1	-58%	-10%	2%	-5%	-37%	-0.7	-9%	-9%	0
34	Cc1ccc(-c2nc(CS(=O)(=O)CC(=O)N3CCOCC3)c(C)o2)cc1	9%	2%	3%	3%	-11%	-0.9	-3%	0%	-7
35	O=C(COc1ncnc2ccccc12)NCCc1ccc(F)cc1	-3%	-2%	-3%	19%	i	-3.9	?	0%	-7
36	CCOC(=O)c1c(NC(=O)c2cccs2)sc2c1CCN(C(=O)OCC)C2	1%	-12%	0%	-5%	-13%[57.5 µM]	-0.2	-2%	2%	10
37	Cc1ccc(NC(=O)CNC(=O)c2sc3ccccc3c2Cl)nc1	15%	-6%	-3%	2%	1%	0.5	-4%	0%	-30
38	CCOc1ccc(OCc2nnc(SCC(=O)NC3CCS(=O)(=O)C3)n2-c2ccc(Cl)cc2)cc1 (stereo not drawn)	-8%	-1%	11%	5%	-7%	-0.6	-13%	2%	1
39	CCCCC(C(=O)O)C(C)CC(=O)Nc1nccs1 (stereo not drawn)	2%	5%	10%	4%	i	-2.2	-18%	-1%	0
40	CC1=C(C(=O)N(C)C)CC(CC(=O)NCc2cccc3ccccc23)C(=O)N1Cc1ccccc1 (stereo not drawn)	-5%	-8%	1%	-24%	-12%	-2.1	2%	-1%	-3
41	C/C(=N\NC(=O)c1c(Cl)c(C)nn1C)c1cccc(NC(=O)COc2ccccc2)c1	1%	-2%	-6%	6%	-20%	-5.0	-8%	2%	-5
42	O=C(NCc1ccco1)c1ccc(C(F)(F)F)cc1	-16%	5%	2%	2%	i	-0.4	-1%	3%	0
43	CCCCOc1ccc(C(=O)Nc2nnc3n2CCS3)cc1	-28%	.	.	6%	-77%[inhibitor]	.	.	-7%	.
44	O=c1[nH]c2ccc(S(=O)(=O)N3CCCCC3)cc2[nH]c1=O	?	3%	4%	-9%	-25%[57.5 µM]	-0.8	-7%	-2%	-12
45	CCCNC(=O)C1(C)CCN1C(=O)c1ccc(C(C)(C)C)cc1 (stereo not drawn)	-18%	6%	3%	-14%	i	-0.5	-7%	-7%	0
46	C[C@H](CO)N1C[C@H](C)[C@@H](CN(C)C(=O)Nc2ccc(C(F)(F)F)cc2)Oc2ccc(NC(=O)CCC(F)(F)F)cc2C1=O	-2%	-9%	-27%	3%	-17%	0.3	-23%	-1%	-4
47	CC(=O)c1cccc(-c2ccc3c(=O)[nH]c(Nc4ccccc4)cc3c2)c1	0%	50µM*	13%	0%	i	0.8	-16%	6%	?
48	Cc1nc(N2CCCC2)c2ccsc2n1	63%[activator]	1%	-3%	4%	-6%[57.5 µM]	-0.7	1%	?	-5
49	Cc1cc(C)n2cc(CSc3nnc(-c4ccccc4)c(-c4ccccc4)n3)nc2n1	15%	2%	-2%	3%	-25%	1.0	-9%	-5%	-2
50	CC1CCCN(C(=O)c2cc3ccccc3cc2O)C1 (stereo not drawn)	?	-1%	6%	-2%	i	-1.7	-5%	5%	-1

# (next part)
No.	Compound	GLP-1R inv ag	EPAC1 antagonist	EPAC1 agonist	HEK293 tox	PTHR1 ag	IL2 activator	PLK1 PBD inh	GLP-1R agonist	PI5P4Ka inh
51	Cc1ccc(C2SCC(=O)N2Cc2ccccc2)cc1 (stereo not drawn)	?	1%	-2%	-6%	i	-0.3	-8%	11%	8
52	C=CCOc1c(CCC)cc(CCC)cc1C(N)=O	?	-10%	-4%	2%	-3%	-0.8	-12%	17%	4
53	O=[N+]([O-])c1cccc(C=NNC(=S)NC23CC4CC(CC(C4)C2)C3)c1	?	4%	-6%	?	-6%	-5.3	-1%	1%	-1
54	Cc1ccc(Nc2nc3ccccc3s2)cc1	-16%	-14%	-2%	2%	-18%	0.3	-6%	-6%	0
55	Cc1ccccc1C(=O)NNC(=S)NC(=O)c1ccccc1	-6%	0%	7%	-22%	-6%	-0.4	-12%	-2%	-12
56	O=C(NCCCN1CCCC1=O)c1cccnc1	0%	2%	8%	-3%	-18%[57.5 µM]	1.2	3%	-2%	.
57	CCOC(=O)C1(CCCc2ccccc2)CCN(CCCn2cccn2)CC1	?	-13%	8%	0%	0%	-3.1	-9%	3%	1
58	CCOc1cc(N2CCOCC2)c(OCC)cc1NC(=O)C1CCCC1	1%	9%	0%	-9%	i	0.5	1%	-4%	.
